USP2a inh: blocks human ubiquitin-specific protease USP2a; USP2 core, Ub-CHOP2 coupled fluorogenic reporter, 485/531; Potency, µM (doses to about 38.3 µM), inactives show top-dose activity change, negative = inhibition, actives largely listed as inhibitors; AID 463254; hit rate 0.01% among 330,000;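 note: potency is the fitted concentration of half-maximal effect; plate controls were DMSO wells for no effect and full inhibition by NEM control for full effect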
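Deubiquitinase activity read as fluorescence (485/531 nm) after Ub-CHOP2 cleavage activates the enterokinase reporter on its substrate; USP2 core 10nM, Ub-CHOP2 and substrate 25nM each, 30min compound preincubation then 60min RT; data normalized to NEM, curves fitted.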
ELG1 genotox: genotoxicity induction in ELG1-luciferase HEK293T cells; HEK293T ELG1-luciferase reporter, luminescence, 16 h; Potency, µM (titrated, usually from 46 µM), without a hit: at the top dose activity change, positive = activation, usual class: activators; hit rate 1.3% among 330,000; AID 504466; note: potency is the fitted concentration of half-maximal effect; % of control where 0% means no effect; nearly all actives have a fitted effect of over 60% in size
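Screening used a luciferase reporter fused to human ELG1 in HEK293T cells. Luminescence was read on a CCD plate imager after 16 hr exposure and 30 min ONE-Glo incubation.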
TRPV1 ag: human TRPV1 agonism | AID 540275 | activation, % at 8.33 µM | hit rate 0.19% among 320,000 | TRPV1-expressing cells, Fluo-8 calcium influx, agonist mode | Q8NER1; in the data active = activation above about 80%; inconclusive = between about 30% and that limit; note: 0% is about no effect
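Cells expressing TRPV1 were dye-loaded with Fluo-8 and read kinetically: 10 s baseline, 3 min after compound (agonist portion), then 2 min after EC20 capsaicin (allosteric enhancer portion). Calcium-bound dye fluorescence at 480/520 nm.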
B2AR arrestin: beta2AR (human) beta-arrestin recruitment activity | hit rate 0.02% among 330,000 | AID 492947 | beta-arrestin recruitment to beta2AR, cell-based reporter | Potency, µM (doses to about 46.1 µM), inactives show at the highest dose activation, usual class: activators | P07550;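 note: potency is the fitted concentration of half-maximal effect; 0% = DMSO controls and full agonism = EC100 isoproterenol or metaproterenol; nearly all actives have a fitted effect of over 65% in size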
Target sequence (P07550 whole entry, looked up): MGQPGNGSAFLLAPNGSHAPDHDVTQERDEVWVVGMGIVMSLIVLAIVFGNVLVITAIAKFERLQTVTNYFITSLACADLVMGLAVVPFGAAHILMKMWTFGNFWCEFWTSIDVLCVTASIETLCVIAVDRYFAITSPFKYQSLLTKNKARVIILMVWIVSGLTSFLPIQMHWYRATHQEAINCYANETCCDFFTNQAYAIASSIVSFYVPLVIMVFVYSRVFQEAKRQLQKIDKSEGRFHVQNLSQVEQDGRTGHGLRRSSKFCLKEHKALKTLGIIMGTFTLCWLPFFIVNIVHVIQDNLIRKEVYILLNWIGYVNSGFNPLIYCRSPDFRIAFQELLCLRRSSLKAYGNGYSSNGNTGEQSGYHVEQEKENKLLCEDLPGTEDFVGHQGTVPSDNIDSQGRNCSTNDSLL
BRCA1 expr up: BRCA1 expression activation. MCF7-BRCA1-FFLuc reporter, luminescence, 48 h; response scale: scaled: vehicle 0%, 10 µM genistein 100%. Potency, µM (top dose mostly 46.1 µM), for the others: at the top dose activation, usual class: activators. hit rate 1.1% among 380,000; note: potency is the fitted concentration of half-maximal effect; nearly all actives have a fitted effect of over 80% in size; some results filed as inactive show a strong effect at the top dose
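Cells: MCF7-BRCA1-FFLuc, 2000/well. Exposure: 48 h, 37 °C, 5% CO2. Read: luminescence, 15 min post-substrate. Controls: genistein 10 microM (maximal activation), DMSO (neutral).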
Eya2 inh: inhibitors of human Eya2 phosphatase activity | recombinant Eya2, OMFP fluorescence dephosphorylation (OMFP is methylfluorescein phosphate) | Potency, µM (titrated, usually from 76.9 µM), without a hit: top-dose activity, negative = inhibition, most hits filed as inhibitors | hit rate 0.006% among 330,000 | AID 488837; note: potency is the fitted concentration of half-maximal effect; % is set by controls: 0 for no effect and ±100 for the full control effect
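Eya2 protein (added as 0.2 uM solution) was preincubated with compound for 10 min at ambient temperature in 50 mM HEPES pH 7.5, 50 mM NaCl, 5 uM MgCl2, 0.05% BSA, 1 mM DTT. OMFP (added at 50 uM) then reacted 10 min; fluorescence read at 485/525 nm.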
p53 reactivator: re-activators of mutant p53; AID 504706; hit rate 0.063% among 320,000; Potency, µM (top dose mostly 92.2 µM), without a hit: at the top dose activity change, positive = activation, actives largely listed as activators; H1299 p53-A138V BP100-luciferase reporter, luminescence, 24 h; note: potency is the fitted concentration of half-maximal effect; % of control where 0% means no effect; nearly all actives have a fitted effect of over 45% in size
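p53-null H1299 cells stably carrying temperature-sensitive p53-A138V and a BP100-luciferase reporter were pinned with compounds (4-point, 1:5 series) and held 24 hrs at 37 deg C. Luminescence was read 10 min after detection reagent.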
S-ASM inh: blocks human secretory acid sphingomyelinase | P17405 | placental ASM, HMU-PC fluorogenic substrate, 60 min | Potency, µM (top dose mostly 57.5 µM), for inactives: top-dose activity change, negative = inhibition, usual class: inhibitors | hit rate 0.006% among 340,000 | AID 504937; note: potency is the fitted concentration of half-maximal effect
Target sequence (P17405 47-631 limits assumed): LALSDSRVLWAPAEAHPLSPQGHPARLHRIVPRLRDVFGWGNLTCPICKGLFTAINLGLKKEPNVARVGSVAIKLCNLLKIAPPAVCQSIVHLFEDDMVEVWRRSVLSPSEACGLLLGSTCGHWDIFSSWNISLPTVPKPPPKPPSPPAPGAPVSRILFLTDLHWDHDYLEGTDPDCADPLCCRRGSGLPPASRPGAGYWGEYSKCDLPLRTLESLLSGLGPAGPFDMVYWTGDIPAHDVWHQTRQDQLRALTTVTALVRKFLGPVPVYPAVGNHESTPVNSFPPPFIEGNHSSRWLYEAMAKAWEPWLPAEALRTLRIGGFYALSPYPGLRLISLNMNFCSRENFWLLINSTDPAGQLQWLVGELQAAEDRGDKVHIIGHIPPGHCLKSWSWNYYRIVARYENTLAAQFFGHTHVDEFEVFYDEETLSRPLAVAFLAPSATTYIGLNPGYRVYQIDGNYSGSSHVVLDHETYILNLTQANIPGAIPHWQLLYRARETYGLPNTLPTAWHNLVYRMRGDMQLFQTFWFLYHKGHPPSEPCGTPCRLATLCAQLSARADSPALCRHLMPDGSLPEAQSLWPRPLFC
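Fluorescence read-out (Ex 386 nm, Em 447 nm) after stopping the reaction at pH 10. Enzyme: ASM from human placenta; substrate HMU-PC0, 9 uM final; 60 min, 37 °C. Compound preincubation 10 min, ambient temperature.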
Integrin act MD: integrin-mediated muscular dystrophy alleviation activation; alpha7betagal myoblasts, beta-gal FDG fluorescence, 48 h; Potency, µM (titrated, usually from 38.3 µM), without a hit: top-dose activation, hits mostly activators; hit rate 0.064% among 350,000; AID 624291;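 note: potency is the fitted concentration of half-maximal effect; 100% = response of the positive control SU9516; nearly all actives have a fitted effect of over 60% in size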
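Alpha7betagal+/- myoblasts (passage 13) were plated 16-24 hr, then exposed to compounds (1:260 dilution of DMSO stock) for 48 hours at 37C. After MPER lysis, β-galactosidase reporter activity was read as FDG fluorescence (ex 480/em 540) after 30 minutes.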
uPA generation: inhibitors of cell surface uPA generation | cell surface uPA generation assay, qHTS | hit rate 0.31% among 330,000 | Potency, µM (titrated, usually from 38.3 µM), without a hit: at the highest dose activity change, negative = inhibition, hits mostly inhibitors; active = well fitted inhibition curve with a large enough effect; inconclusive = small, poorly fitted or top-dose-only effect; inactive = no such curve, though single readings can be large or run the other way; tested in mouse RAW 264.7 cells; note: potency is the fitted concentration of half-maximal effect; % is set by controls: 0 for no effect and ±100 for the full control effect; nearly all actives have a fitted effect of over 55% in size
PTAP TSG101 blk: blocks PTAP/TSG101 interaction to inhibit HIV-1 budding | Q99816 | Fluorescence polarization, FITC-PTAP peptide / Tsg101 binding | Potency, µM (highest dose often 115 µM), for the others: at the highest dose activity change, negative = inhibition, actives largely listed as inhibitors | 340,000 tested, under 10 active | AID 493005; active = well fitted inhibition curve with a large enough effect in the main read-out, with a control signal flat, not every such curve was filed as active; inconclusive = small, poorly fitted or top-dose-only effect, or effect the other way, or a change in a side signal; inactive = no such curve, though single readings can be large or run the other way; note: potency is the fitted concentration of half-maximal effect; % of control where 0% means no effect
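Tsg101 binding domain (10 uM final) was mixed with compound and a FITC-labeled PTAP peptide (50 nM final) in HEPES pH 7.5 buffer with NaCl, Tween 20, EDTA and TCEP; fluorescence polarization was read after 20 min at r.t.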
Starred values were filed as active, the others as inactive; ? = inconclusive; nt = no result given; [ ] = remark or other dose. Unless noted, calls come from the whole dose curve; as a rule, active = well fitted curve in the direction sought with a large enough effect; inconclusive = small, poorly fitted or top-dose-only effect, or another doubt; inactive = no such curve, though single readings can be large; an effect the other way counts as inactive or inconclusive.

SMILES	USP2a inh	ELG1 genotox	TRPV1 ag	B2AR arrestin	BRCA1 expr up	Eya2 inh	p53 reactivator	S-ASM inh	Integrin act MD	uPA generation	PTAP TSG101 blk
Fc1ccccc1-c1nc2ncccc2o1	-1%	11%	-2	-0.7%	74%	-10%	6%	2%	18%	2%	-1%
CCN(CC)CCN(C(=O)C1=COCCO1)c1nc2cc3c(cc2s1)OCO3	14%	8%	-3	0.0%	24%	-10%	5%	0%	21%	-12%	0%
NC(=O)C1=C[C@@H](c2csc3ccccc23)C[C@@H](OCc2ccc(CO)cc2)O1	1%	-6%	?	-0.6%	-7%	4%	1%	-10%	-5%	?	-1%
O=C(CCN1CCOCC1)NNC(=O)Nc1cccc(Cl)c1	-6%	1%	1	0.1%	8%	2%	7%	5%	10%	1%	-4%
CC(C)(C)c1ccc(C(=O)N/C(=C\c2ccco2)C(=O)Nc2ccccc2C(=O)O)cc1	3%	-7%	-6	-0.9%	41%	1%	22%	6%	3%	-2%	0%
CC(C)n1ncc2c(C(=O)O)cc(C3CC3)nc21	7%	0%	0	-0.3%	-34%	-3%	3%	2%	-38%	2%	-6%
Cc1ccc(S(=O)(=O)Nc2cccc(N(C)S(C)(=O)=O)c2)cc1[N+](=O)[O-]	0%	-6%	-7	0.1%	-5%	2%	6%	1%	4%	-15%	-3%
O=C1CC(C(=O)NC2CCCCC2)C2(CCCCC2)O1 (centres undefined)	0%	1%	4	-1.1%	-6%	1%	1%	2%	-1%	17%	-1%
O=C(Cc1ccccc1[N+](=O)[O-])Nc1ccc2c(c1)OCCO2	5%	15%	18	0.2%	96%	1%	?	3%	-7%	1%	0%
C#CCSc1nc(Cc2ccc(Cl)cc2)nc2ccccc12	-1%	-7%	10	-0.8%	-26%	15%	-4%	-12%	-28%	nt	-6%
COC(=O)/C=C1/S/C(=N/N=C/c2ccc(N(C)C)cc2)NC1=O	2%	-1%	2	-1.1%	nt	-2%	13%	nt	nt	nt	nt
CS(=O)(=O)N(CCc1ccccc1)CC(=O)Nc1ccc(Br)cc1F	-1%	-3%	3	-0.5%	-9%	-11%	-14%	-6%	9%	11%	-2%
Cc1c(C(=O)OCC(=O)N2CCCC(C)C2)oc2ccccc12 (centres undefined)	3%	5%	10	0.2%	10µM*	14%	8%	4%	13%	3%	-1%
CCn1c(=O)n(CC)c2cc(N3CCCC3)c(NC(=O)c3ccc(C)c([N+](=O)[O-])c3)cc21	-2%	-8%	21	0.0%	-27%	-8%	12%	0%	-19%	-3%	-7%
COc1ccc(C(CC(=O)Nc2ccc(C)cn2)N2Cc3ccccc3C2=O)cc1 (centres undefined)	2%	-2%	2	0.0%	-52%	4%	0%	-4%	13%	0%	-5%
Cc1cc(N/C=C/C(=O)c2cccc3ccccc23)no1	2%	0%	22	0.0%	14%	-4%	?	-1%	?	-17%	-4%
CCn1c(SCC(=O)Nc2nc(-c3ccccc3)cs2)nnc1-c1ccccc1	-13%	-10%	-3	-0.7%	-40%	1%	-5%	-8%	-14%	2%	-7%
O=C(CSc1nnc(-c2ccc(NS(=O)(=O)c3ccccc3)cc2)o1)NCC1CCCO1 (centres undefined)	4%	0%	2	0.0%	1%	5%	-1%	-3%	22%	-2%	-1%
CN1CCN(c2cc(C(F)(F)F)nc(-c3ccccn3)n2)CC1	1%	2%	2	0.0%	-20%	12%	0%	2%	-9%	1%	0%
CC1(C)COCN1C(=O)c1ccc(C#N)cc1	1%	-2%	0	-0.3%	12%	10%	-3%	6%	-19%	-1%	3%
Cc1ccc(O)c(-c2cc(C(=O)Nc3ccc(S(=O)(=O)Nc4nccc(C)n4)cc3)[nH]n2)c1	5%	6%	2	-0.1%	-1%	-2%	-9%	2%	15%	2%	-2%
O=C(CN1C(=O)c2ccccc2S1(=O)=O)NCc1ccc(F)cc1	-1%	-1%	2	-0.3%	-9%	-3%	?	-1%	28%	28%	0%
COC(=O)CN1C(=O)[C@H]2[C@@H](c3ccc(C)o3)N3C(=O)CN(CCO)C(=O)[C@@]3(C)[C@H]2C1=O	1%	1%	-4	0.1%	-4%	2%	14%	0%	17%	18%	nt
NC(=O)c1cc([N+](=O)[O-])ccc1NCc1cccc(N)c1	0%	7%	2	0.1%	-15%	7%	8%	-14%	9%	-5%	0%
O=C(CCn1nc(-c2ccc(Cl)cc2)c2ccccc2c1=O)NCCN1CCOCC1	0%	-3%	-4	-0.4%	0%	-6%	0%	3%	9%	-1%	-1%
CN(/N=C/c1cccs1)c1cc(=O)n(C)c(=O)[nH]1	0%	10%	2	-1.0%	8%	-6%	-2%	2%	-9%	1%	-3%
CCCCC(=O)Nc1cccc(NC(=O)c2cccc([N+](=O)[O-])c2)c1	4%	-1%	-1	0.0%	-8%	0%	0%	-2%	-11%	1%	-5%
CCOC(=O)c1oc2ccccc2c1CSc1nnnn1-c1ccccc1	1%	0%	6	-0.3%	-35%	0%	-7%	-6%	7%	1%	0%
O=C(NC1CCCCCC1)c1ccc[nH]c1=S	3%	-13%	7	-0.2%	0%	4%	4%	1%	-26%	-2%	-2%
CC1CCc2nc3ccccc3c(C(=O)OCC(=O)N3CCc4ccccc43)c2C1 (centres undefined)	1%	-11%	-1	-0.7%	-31%	10%	0%	-14%	4%	7%	-3%
CCCCCN(C(=O)CCC(=O)OCc1ccccc1F)c1c(N)n(CCCC)c(=O)[nH]c1=O	1%	-2%	-1	-0.6%	-1%	12%	6%	2%	-8%	4%	-2%
O=C(NCC1CCCO1)C1CCC(CNS(=O)(=O)c2ccccc2)CC1 (centres undefined)	-1%	-3%	-1	-0.8%	-31%	9%	-4%	-1%	-10%	7%	-5%
CCOc1ccc(Nc2nnc(Cc3ccc(OC)cc3)c(=O)[nH]2)cc1	0%	-4%	-4	-0.7%	37%	-6%	1%	-1%	0%	0%	1%
COc1ccc(CCNC(=O)CSCc2ccc([N+](=O)[O-])cc2)cc1	-5%	-4%	26	-1.2%	-84%	-4%	-7%	0%	-1%	-2%	-2%
CCOC(=O)C1=C(C)NC(C)=C(C(=O)OCC)C1C(=O)OCC(=O)NC	-4%	1%	0	-0.1%	-7%	-1%	3%	102%[activator]	7%	-1%	0%
S=c1[nH]nc(COc2ccc(Cl)cc2)n1Cc1ccccc1	-1%	-4%	-1	0.0%	9%	-2%	-2%	3%	7%	6%	-4%
COc1ccccc1-c1nn(Cc2ccccc2)cc1/C=C/C(=O)O	-2%	-3%	1	0.3%	4%	-1%	0%	0%	4%	-10%	-5%
Cn1c(C(=O)NCCN2CCc3ccccc3C2)cc2c(=O)n(C)c3ccccc3c21	0%	-6%	nt	0.2%	-1%	-16%	2%	-2%	3%	-11%	1%
CCc1ccc(CN(C)C(=O)C2CCC(=O)N(CCc3ccc(OC)cc3)C2)nc1 (centres undefined)	1%	0%[9.26 µM]	0	-0.3%	3%	5%	11%	1%	4%	-13%	-12%
CC(C)COc1ccccc1C(=O)NC(CO)C(=O)O (centres undefined)	0%	6%	-1	-0.3%	4%	19%	4%	1%	16%	0%	-6%
COc1ccc(CCC(C)NC2CCCCCCC2)cc1 (centres undefined)	4%	-8%	3	0.1%	-35%	-3%	14%	14%	-17%	-3%	-2%
CCCCN(C(=S)Nc1ccc(F)cc1)c1c(N)n(CCC)c(=O)[nH]c1=O	6%	3%	-2	0.1%	-10%	-11%	?	2%	26%	7%	1%
Cc1cccc(OC(C)C(=O)OCC(=O)Nc2sccc2C(N)=O)c1 (centres undefined)	-1%	-1%	1	-0.2%	-1%	4%	-7%	-1%	-8%	-4%	-1%
CCOC(=O)c1c(Nc2ccccc2OCCOC)n[nH]c1C	-2%	-9%	0	-0.8%	-15%	7%	-3%	-2%	-19%	-3%	-3%

Entries of single compounds, looked up by structure. Order of screens: USP2a inh, ELG1 genotox, TRPV1 ag, B2AR arrestin, BRCA1 expr up, Eya2 inh, p53 reactivator, S-ASM inh, Integrin act MD, uPA generation, PTAP TSG101 blk
Cn1c(C(=O)NCCN2CCc3ccccc3C2)cc2c(=O)n(C)c3ccccc3c21 is listed as 0%, -6%, nt, 0.2%, -1%, -16%, 2%, -2%, 3%, -11%, 1%
CCCCN(C(=S)Nc1ccc(F)cc1)c1c(N)n(CCC)c(=O)[nH]c1=O is listed as 6%, 3%, -2, 0.1%, -10%, -11%, ?, 2%, 26%, 7%, 1%
